Source: PubChem BioAssay (several laboratories)
ER stress rescue: rescue of cells from ER stress-induced death, primary screen, 384-well, CSM14.1, thapsigargin, ATP luminescence (AID 1222); CSM14.1 thapsigargin-induced death rescue, ATP luminescence; higher % means a stronger effect; cellular ATP content (survival), % at 20 µM, or EC50 in µM where a hit was titrated; 190,000 tested, under 10 active;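 active means EC50 below 50 µM in the dose-response confirmation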;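 further: death triggered by thapsigargin at about 15 µM added after 2 h compound pretreatment; cell ATP read after overnight thapsigargin exposure of roughly 18 to 22 hours; normalized against plate controls of thapsigargin alone and 5% DMSO vehicle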
PhoP inhibition: inhibitors of PhoP regulon expression, primary screen, Salmonella Typhimurium, GFP reporter (AID 1863). S. Typhimurium PhoP-regulated promoter GFP reporter, 4 h; higher % means a stronger effect. inhibition, % at 50 µM; hits with a dose series show IC50 in µM. hit rate 0.16% among 300,000;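 active means inhibition over 29.93%, a cutoff 3 SD above the screen mean, later confirmed by dose response; inconclusive means inhibition over 29.93% but no dose response follow-up; inactive means inhibition at most 29.93% or unconfirmed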;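 further: 0% = low Mg2+ inducing control and 100% = high Mg2+ repressing control; strong numbers were not always called active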
Large T inhibition: SV40 large T antigen inhibitors, biochemical (AID 1903). inhibition, % at 20 µM, or IC50 in µM where a hit was titrated. hit rate 0.39% among 310,000. SV40 large T antigen ATPase/helicase inhibition assay; higher % means a stronger effect; in the data active means a potency from the dose series; inconclusive means inhibition mostly from about 32% at the one dose, without a potency; inactive means the rest, 99 in 100 with inhibition below about 32%; further: strong numbers were not always called active
Rac1 GTP hydrolysis: MgcRacGAP GTPase-activating activity inhibitors, confirmation, biochemical, ADP Hunter fluorescence. Rac GTPase-activating protein 1 (Homo sapiens). MgcRacGAP-stimulated Rac1 GTP hydrolysis, ADP Hunter fluorescence; higher % means a stronger effect; GST-tagged Rac1 F28L mutant substrate. inhibition, % at 30 µM; hits with a dose series show IC50 in µM. hit rate 0.6% among 340,000;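 active means first-screen hits whose inhibition reached a set limit at any dose in the follow-up dose series; inconclusive means inhibition above the set first-screen limit but never retested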;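 further: fluorescence reports GDP produced by GAP-driven GTP hydrolysis; strong numbers were not always called active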
GPR35 arrestin U2OS: GPR35 antagonists blocking zaprinast-driven arrestin recruitment, primary screen, imaging, U2OS, beta-arrestin-GFP, zaprinast agonist (AID 2058) | G-protein coupled receptor 35 (Homo sapiens) | U2OS GPR35 beta-arrestin-GFP translocation imaging, zaprinast antagonism; higher % means a stronger effect | inhibition, % at 10 µM; hits with a dose series show IC50 in µM | hit rate 0.052% among 290,000;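 active means inhibition of at least 50% with at least 30 cells and total cytoplasm GFP at most 10,000,000; inconclusive means under 30 cells or total GFP of 10,000,000 plus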
LYP inhibition: inhibitors of LYP phosphatase, biochemical, fluorescence intensity, uHTS (AID 1779); Tyrosine-protein phosphatase non-receptor type 22 (Homo sapiens); recombinant LYP phosphatase, fluorescence intensity; higher % means a stronger effect; one-dose inhibition, % at 11.5 µM; IC50 in µM for titrated hits; hit rate 0.054% among 290,000; in the data active means inhibition above about 50%;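 further: plate controls were vehicle with enzyme for no effect and no enzyme for full effect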
RSV antiviral HEp-2: RSV antiviral activity via CPE protection, HEp-2 cells, primary 10 µM value included (AID 2391). HEp-2 cells, RSV-induced CPE inhibition; higher % means a stronger effect. one-dose CPE inhibition, % at 10 µM; IC50 in µM for titrated hits. hit rate 0.13% among 310,000; in the data active means a potency from the dose series; inconclusive means CPE inhibition mostly from about 23% at the one dose, without a potency; inactive means the rest, 99 in 100 with CPE inhibition below about 21%; further: strong numbers were not always called active
NS5 inhibitors: Dengue-2 NS5 methyltransferase inhibitors, primary screen, biochemical, confirmation dose response (AID 588689). Genome polyprotein (Dengue virus type 2 (strain 16681-PDK53)). Dengue-2 NS5 methyltransferase capping enzyme assay, biochemical; higher % means a stronger effect. one-dose inhibition, % at 25 µM; IC50 in µM for titrated hits. hit rate 0.3% among 340,000; in the data active means a potency from the dose series; inconclusive means inhibition above about 29% without an active follow-up result
West Nile virus CPE: West Nile virus antiviral activity, cell-based, CPE readout (AID 1621); West Nile virus-infected cells, CPE inhibition; higher % means a stronger effect; CPE inhibition, % at 10 µM; hits with a dose series show IC50 in µM; hit rate 0.02% among 290,000; in the data active means a potency from the dose series; inconclusive means CPE inhibition mostly from about 3.7% at the one dose, without a potency; inactive means the rest, 99 in 100 with CPE inhibition below about 2.2%; further: strong numbers were not always called active
An asterisk follows results filed as active; u = inconclusive; x = no result given.

Screens in order – ER stress rescue	PhoP inhibition	Large T inhibition	Rac1 GTP hydrolysis	GPR35 arrestin U2OS	LYP inhibition	RSV antiviral HEp-2	NS5 inhibitors	West Nile virus CPE
> CCOP(=O)(OCC)C(Nc1ccccc1)c1ccc2c(c1)OCO2 (centres undefined)
→ x	x	5%	-5%	x	x	-2.0%	-5%	x
> CC(O)(CS(=O)(=O)Cc1ccc(Cl)cc1)C(=O)Nc1cccc(C(F)(F)F)c1 (centres undefined)
→ -2.2%	3%	8%	-8%	1%	-5%	3.5%	-4%	-1.6%
> O=C(CSc1nc2ccc([N+](=O)[O-])cc2[nH]1)NC1CCCC1
→ -1.9%	5%	2%	7%	-9%	-5%	0.8%	-5%	0.2%
> CC(C)Cn1c2c(c(=O)[nH]c1=O)C(NS(=O)(=O)c1ccc(Cl)cc1)(C(F)(F)F)C(=O)N2 (centres undefined)
→ x	-14%	10%	1%	-6%	-9%	0.6%	0%	-0.3%
> O=C(NCC1CCCO1)C1CCC(=O)N1CCc1ccccc1 (centres undefined)
→ -2.2%	8%	-1%	12%	6%	-9%	-0.7%	7%	0.0%
> CCOc1ccc(N2C(=O)/C(=C/c3ccccc3)N=C2SC)cc1
→ -0.4%	-5%	8%	10%	4%	-2%	2.0%	2%	-1.1%
> CCCCOP(=O)(c1ccc(N(C)C)cc1)C(O)c1ccccc1F (centres undefined)
→ -2.3%	8%	1%	-1%	6%	0%	-1.4%	-3%	-1.0%
> N#Cc1ccc(CSc2ncnc3c2cnn3Cc2ccccc2)cc1
→ 1.8%	0%	-2%	0%	-6%	-4%	1.7%	-5%	-1.0%
> CCN(CC(=O)Nc1ccc2c(c1)OCCO2)C(=O)COc1ccc(C)cc1
→ x	-6%	4%	8%	-9%	2%	1.3%	-6%	0.6%
> Cc1ccccc1OCC(=O)Nc1ccc(C(=O)Nc2ccccc2C(=O)O)cc1
→ x	-1%	6%	11%	-65%	-10%	6.8%	-6%	0.1%
> COc1ccccc1Nc1ncc(-c2cccs2)s1
→ -3.0%	11%	15%	9%	3%	-3%	42%	-6%	0.1%
> COC(=O)c1sc(NC(=S)NC(=O)c2ccc(C)cc2)nc1C
→ x	-2%	2%	9%	16%	-16%	1.7%	5%	0.5%
> COC(=O)c1cc(C(=O)OCC(=O)NC2CCCC2)cc([N+](=O)[O-])c1
→ x	-1%	12%	10%	4%	-10%	2.8%	-3%	-0.6%
> O=C(CNC(=O)c1ccccc1O)N/N=C/c1ccccn1
→ -1.5%	-8%	11%	-1%	0%	-6%	1.9%	1%	0.9%
> CN(Cc1ccccc1F)C(=O)c1ccccc1Sc1ccccc1C#N
→ x	2%	14%	7%	2%	-3%	4.7%	4%	-0.3%
> CCOc1ccc(N2C(=O)S/C(=C\c3cccn3C)C2=O)cc1
→ -2.8%	-16%	-4%	0%	-9%	1%	7.8%	20%	-0.7%
> C=CCNC(=O)c1cc(-c2cccnc2)nc2ccccc12
→ x	-5%	-2%	2%	3%	-2%	0.5%	4%	0.0%
> COc1ccc(N=C2S/C(=C\c3cc(C)n(C)c3C)C(=O)N2CC(C)C)cc1
→ -0.4%	-11%	13%	10%	1%	3%	1.0%	-2%	x
> O=C1c2cccc([N+](=O)[O-])c2C(=O)N1c1c[nH]c(=O)[nH]c1=O
→ -0.4%	-5%	-5%	-9%	4%	-7%	1.6%	13%	0.0%
> CCN(CC)c1ccc(NC(=O)c2nc3nc(C)cc(C(F)F)n3n2)cc1
→ x	2%	u	23%	15%	0%	1.4%	-4%	0.4%
> CCCc1nnc(SCC(=O)Nc2ccc(NC(C)=O)cc2)n1-n1cccc1
→ x	3%	0%	5%	x	x	-0.8%	4%	x
> Cc1ccc(Cl)cc1NC(=O)N(C)CCO
→ x	-6%	10%	5%	8%	-2%	0.7%	-5%	-0.2%
> CC(C)COC(=O)Nc1ccccc1C(=O)N1CCOCC1
→ 1.2%	-8%	2%	8%	-11%	-5%	0.5%	4%	0.2%
> CCC1CCCCN1C(=S)NC(=O)c1cc(S(=O)(=O)N2CCOCC2)ccc1C (centres undefined)
→ x	-8%	23%	7%	25%	-2%	-0.7%	0%	-0.4%
> Cn1c(=O)c2c(nc(-n3ccnc3)n2Cc2ccc(Cl)cc2Cl)n(C)c1=O
→ 0.3%	2%	4%	-1%	4%	-2%	-0.3%	-1%	-1.0%
> COc1ccc(Nc2ncnc3c2cnn3Cc2ccccc2)cc1
→ 1.9%	x	x	2%	11%	-6%	3.1%	-3%	0.0%
> OCC1(CCOc2ccccc2)CCN(CC2=Cc3cc(Cl)ccc3OC2)CC1
→ -1.4%	2%	6%	3%	-4%	3%	11%	-12%	-2.1%
> COc1ccc(OC)c(CNC(=O)CCC(=O)N2Cc3cccc(OC)c3Oc3ncccc32)c1
→ x	0%	10%	3%	0%	-13%	0.4%	-1%	-1.2%
> CC(C)=NNC(=O)CN1C(=O)NC2NC(=O)NC21 (centres undefined)
→ 0.6%	-11%	1%	7%	-19%	-4%	1.9%	6%	-0.5%
> O=C(NCC(=O)N(c1ccccc1F)C(C(=O)NC1CCCC1)c1ccco1)c1ccco1 (centres undefined)
→ -0.7%	-8%	12%	-3%	8%	-11%	-0.3%	-8%	-0.2%
> CCOC(=O)c1cn2nc(Oc3ccc(OC)cc3)ccc2n1
→ x	-2%	22%	7%	-18%	1%	-0.8%	-2%	0.5%
> COCCn1c(NCc2ccco2)nc2c1c(=O)[nH]c(=O)n2C
→ -0.9%	9%	3%	8%	11%	-4%	-0.7%	1%	0.2%
> O=C(Nc1ccccc1)NC1CC2CCC(C1)N2Cc1nnnn1Cc1ccc2c(c1)OCO2 (centres undefined)
→ 0.3%	-3%	5%	-1%	4%	-4%	1.6%	-16%	-0.8%
> COc1ccc(C)cc1N(CC(=O)N1CCCCCC1)S(=O)(=O)c1ccccc1
→ x	-4%	12%	5%	-15%	-2%	1.4%	-17%	-1.1%
> COC(=O)c1cc(C)cc(=O)o1
→ x	-7%	6%	-4%	9%	-4%	1.3%	6%	0.0%
> Cc1ccc(S(=O)(=O)NCCn2nc(C)cc2C)cc1
→ x	-3%	5%	11%	-6%	-10%	1.5%	-5%	-0.1%
> COc1ccccc1Cn1c(=S)[nH]c2cc(C(=O)NCCN(C)C)ccc2c1=O
→ x	10%	12%	11%	14%	-7%	-0.4%	-4%	-0.4%
> Cc1ccc(S(=O)(=O)N2CCC(=O)N2)cc1
→ 4.8%	-5%	-14%	-42%	5%	3%	1.2%	-5%	-0.8%
> O=NNc1nc2ccccc2n1Cc1ccccc1
→ x	4%	10%	8%	-2%	-7%	1.6%	2%	-0.5%
> Cc1ccc2c(c1)N(CC(=O)NC1CCCC1)C(=O)CO2
→ x	-1%	6%	4%	0%	-4%	0.6%	6%	0.3%
> O=C(CSc1nc2ccc(Nc3nc(N4CCOCC4)nc(N4CCOCC4)n3)cc2s1)Nc1ccccc1F
→ x	-9%	6%	3%	-2%	-1%	5.0%	-5%	0.1%
> CCn1ncc(S(=O)(=O)N2CCN(c3cccc(OC)c3)CC2)c1C
→ x	-3%	4%	10%	5%	-10%	2.6%	-1%	-0.6%
> O=C(CSc1nc2c(sc3ccccc32)c(=O)n1CCO)NCc1ccco1
→ -2.9%	-2%	-2%	10%	7%	-3%	0.8%	-3%	-0.5%
> CC(C)[C@H](N)c1nnc(SC/C=C/c2ccccc2)o1
→ -0.5%	-1%	7%	3%	17%	-4%	-0.2%	-4%	-0.1%
> CC1(C)Cc2ccccc2C(=NCCCC(=O)O)N1
→ 1.0%	15%	6%	0%	-10%	-1%	1.1%	-5%	0.6%
> O=C(Nc1cnccn1)Nc1ccc(Cl)cc1Cl
→ -0.9%	1%	10%	-2%	-10%	-6%	-1.6%	-15%	u
> Cc1ccc(CSCC(=O)N(C)CC(=O)Nc2ccccc2Cl)cc1
→ x	-3%	6%	5%	x	x	2.6%	1%	x
> CN(C(=O)COC(=O)CCC(=O)c1ccccc1)c1c(N)n(Cc2ccccc2)c(=O)[nH]c1=O
→ x	14%	11%	5%	x	x	0.1%	1%	x
> Cc1nc(=O)cc(-c2ccccc2)n1-c1ccccc1
→ -0.8%	-2%	2%	3%	-3%	-2%	1.0%	-3%	-0.3%
> NS(=O)(=O)c1ccc(NC(=O)N2c3ccccc3Sc3ccccc32)cc1
→ -0.1%	0%	26%	15%	2%	0%	0.7%	-8%	-0.4%

Next section.
Screens in order – ER stress rescue	PhoP inhibition	Large T inhibition	Rac1 GTP hydrolysis	GPR35 arrestin U2OS	LYP inhibition	RSV antiviral HEp-2	NS5 inhibitors	West Nile virus CPE
> O=C(O)CCC(=O)N1CCc2cc(S(=O)(=O)NC3CCCc4ccccc43)ccc21 (centres undefined)
→ -2.3%	-6%	1%	4%	7%	-2%	-0.8%	-8%	-0.1%
> CN(C)S(=O)(=O)c1cc(NC(=O)CN2CCCc3ccccc32)ccc1Cl
→ x	0%	12%	1%	9%	-5%	14%	-13%	-0.8%
> COc1ccc(NC(=O)c2ccccc2-c2ccccc2)c(C)c1
→ -0.8%	-1%	6%	11%	9%	-4%	2.4%	-18%	-0.6%
> COC(=O)c1sc(N2C(=O)C(O)=C(C(=O)c3ccc(C)o3)C2c2cc(OC)ccc2OC)nc1C (centres undefined)
→ x	8%	10%	8%	1%	0%	5.6%	-1%	0.5%
> O=C(O)CSc1nnc(-c2ccc(Cl)cc2Cl)n1-c1ccc(Br)cc1
→ x	-2%	4%	11%	9%	-4%	1.9%	-1%	0.3%
> COc1ccccc1N1C(=O)S/C(=C\c2cc(C)n(C)c2C)C1=O
→ 2.1%	5%	4%	-1%	-19%	-3%	0.5%	-27%	-0.4%
> Cc1ccc(OCC(=O)N(Cc2ccc(N(C)C)cc2)C2CCS(=O)(=O)C2)cc1 (centres undefined)
→ 1.1%	-2%	8%	7%	11%	-2%	2.3%	2%	0.2%
> CCC(C)(C)n1nnnc1CN1CCC(NC(=O)c2ccccc2C)CC1
→ 0.4%	0%	11%	6%	-5%	-2%	2.9%	-5%	-0.4%
> Clc1ccc(CO/N=C/c2c(-c3ccccc3)nc3n2CCS3)c(Cl)c1
→ 8.1%	-8%	4%	4%	8%	7%	8.2%	3%	-1.1%
> N#Cc1nc(-c2ccccc2)oc1NCCCn1ccnc1
→ -1.0%	3%	7%	3%	8%	-15%	-2.1%	-1%	-0.9%
> COCCOC(=O)c1sc2nc[nH]c(=O)c2c1C
→ -4.7%	-1%	22%	-1%	6%	-5%	-1.4%	-12%	0.9%

The order is random; about 1.5% have a hit in one of these screens.
